Screening results deposited in PubChem by National Center for Advancing Translational Sciences (NCATS).
a7 integrin act: integrin-mediated muscular dystrophy alleviation activation | alpha7betagal myoblasts, beta-gal FDG fluorescence, 48 h | Potency, µM (titrated, usually from 38.3 µM), for inactives: at the top dose activation, actives largely listed as activators | 0.064% of 350,000 active;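 note: potency is the fitted concentration of half-maximal effect; 100% = response of the positive control SU9516; nearly all actives have a fitted effect of over 60% in size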
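Alpha7betagal+/- myoblasts (passage 13) were plated 16-24 hr, then exposed to compounds (1:260 dilution of DMSO stock) for 48 hours at 37C. After MPER lysis, β-galactosidase reporter activity was read as FDG fluorescence (ex 480/em 540) after 30 minutes.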
ELG1 DNA repair: ELG1-dependent DNA repair inhibition. HEK293T ELG1-luciferase reporter, luminescence, 16 h; DNA damage induced by 5-fluorouridine. Potency, µM (highest dose often 46.1 µM), without a hit: at the top dose activity change, negative = inhibition, actives largely listed as inhibitors. 2.3% of 330,000 active; note: potency is the fitted concentration of half-maximal effect; % is set by controls: 0 for no effect and ±100 for the full control effect; nearly all actives have a fitted effect of over 55% in size
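Quantitative HTS, concentration-response format. 2,000 cells/well co-treated with 5-fluorouridine and compound, 16 hr in 5% CO2 at 37 °C; ONE-Glo luminescence read after 30 min.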
TSHR antag: human thyrotropin receptor antagonism; P16473; TSHR-expressing cells, TSH-stimulated cAMP HTRF, 2 h; hits give low values; activity change, negative = inhibition, % at 11.5 µM; 0.2% of 330,000 active; AID 504810;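 active = activity change below a set negative limit, meaning inhibition stronger than a set level, cut at about -70% in these data; inconclusive = activity change between two set negative limits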; note: % is set by controls: 0 for no effect and ±100 for the full control effect
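Cell-based HTRF cAMP assay; TSHR cells + compound, TSH EC80 (4nM final), 2 h, 37 deg C. Lysis with anti-cAMP cryptate and cAMP-d2, 30 min RT, read 665/620 nm.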
A-T KAP1 phos: candidate therapy for ataxia-telangiectasia; […] A-T fibroblasts, KAP-1 phosphorylation AlphaLISA; neocarzinostatin DNA damage 30 min before lysis; Potency, µM (highest dose often 57.5 µM), for the others: at the highest dose activation, most hits filed as activators; 0.19% of 320,000 active; AID 485349; note: potency is the fitted concentration of half-maximal effect; % of control where 0% means no effect; nearly all actives have a fitted effect of over 45% in size
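hTERT-immortalized A-T patient fibroblasts ([…]), 500 cells/well in OPTI-MEM, 1% FBS, got compounds for 60 min, then NCS for 30 min at 37C. Lysates were then assayed for phospho-KAP-1 by AlphaLISA (anti-pKAP1 donor, anti-KAP1 acceptor beads), 6 hr at 25C.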
Eya2 inh: inhibitors of human Eya2 phosphatase activity; O00167; recombinant Eya2, OMFP fluorescence dephosphorylation (OMFP is methylfluorescein phosphate); Potency, µM (top dose mostly 76.9 µM), for inactives: at the highest dose activity, negative = inhibition, most hits filed as inhibitors; 0.006% of 330,000 active; AID 488837; note: potency is the fitted concentration of half-maximal effect; % is set by controls: 0 for no effect and ±100 for the full control effect
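Eya2 (0.2 uM) preincubated 10 min at ambient with compound, then OMFP substrate added at 50 uM; 10 min reaction in 50 mM HEPES pH 7.5, 50 mM NaCl, 5 uM MgCl2, 0.05% BSA, 1 mM DTT. Fluorescence read at Ex 485/Em 525 nm.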
PTAP TSG101 blk: blocks PTAP/TSG101 interaction to inhibit HIV-1 budding | 340,000 tested, under 10 active | Fluorescence polarization, FITC-PTAP peptide / Tsg101 binding | Potency, µM (top dose mostly 115 µM), for the others: at the highest dose activity change, negative = inhibition, usual class: inhibitors | Q99816; active = well fitted inhibition curve with a large enough effect in the main read-out, with a control signal flat, not every such curve was filed as active; inconclusive = small, poorly fitted or top-dose-only effect, or effect the other way, or a change in a side signal; inactive = no such curve, though single readings can be large or run the other way; note: potency is the fitted concentration of half-maximal effect; % of control where 0% means no effect
Target sequence (Q99816 whole entry, looked up): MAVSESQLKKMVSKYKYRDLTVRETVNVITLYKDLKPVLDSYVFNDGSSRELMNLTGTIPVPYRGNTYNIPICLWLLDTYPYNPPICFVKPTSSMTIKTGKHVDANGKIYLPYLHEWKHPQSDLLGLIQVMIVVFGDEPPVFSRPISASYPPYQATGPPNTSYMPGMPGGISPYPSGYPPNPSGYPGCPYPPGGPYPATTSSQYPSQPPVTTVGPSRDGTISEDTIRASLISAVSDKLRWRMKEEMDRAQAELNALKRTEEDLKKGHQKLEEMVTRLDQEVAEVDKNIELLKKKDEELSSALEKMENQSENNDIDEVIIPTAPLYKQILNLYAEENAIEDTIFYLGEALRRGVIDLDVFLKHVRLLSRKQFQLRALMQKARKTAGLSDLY
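Tsg101 binding domain (10 uM final) was mixed with compound and a FITC-labeled PTAP peptide (50 nM final) in HEPES pH 7.5 buffer with NaCl, Tween 20, EDTA and TCEP; fluorescence polarization was read after 20 min at r.t.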
Tb PFK inh: blocks T. brucei phosphofructokinase | O15648 | T. brucei PFK, ADP-Glo luminescence | Potency, µM (doses to about 57.5 µM), for inactives: at the highest dose activity, negative = inhibition, most hits filed as inhibitors | 0.17% of 330,000 active;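 note: potency is the fitted concentration of half-maximal effect; 0% = uninhibited 1x PFK enzyme wells and -100% = no-enzyme wells; nearly all actives have a fitted effect of over 60% in size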
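PFK 1.25 nM, F6P 0.5 mM, ATP 0.1 mM, 0.1 M TEA pH 8.0, 5 mM MgCl2, 0.01% Tween20, 0.1% BSA; 45 min RT. ADP-Glo readout. qHTS titration up to 57 uM; curves fitted, compounds curve-classed.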
S-ASM inh: human S-ASM enzyme inhibition | P17405 | placental ASM, HMU-PC fluorogenic substrate, 60 min | Potency, µM (titrated, usually from 57.5 µM), for inactives: at the top dose activity change, negative = inhibition, hits mostly inhibitors | 0.006% of 340,000 active; note: potency is the fitted concentration of half-maximal effect
Target sequence (P17405 47-631 limits assumed): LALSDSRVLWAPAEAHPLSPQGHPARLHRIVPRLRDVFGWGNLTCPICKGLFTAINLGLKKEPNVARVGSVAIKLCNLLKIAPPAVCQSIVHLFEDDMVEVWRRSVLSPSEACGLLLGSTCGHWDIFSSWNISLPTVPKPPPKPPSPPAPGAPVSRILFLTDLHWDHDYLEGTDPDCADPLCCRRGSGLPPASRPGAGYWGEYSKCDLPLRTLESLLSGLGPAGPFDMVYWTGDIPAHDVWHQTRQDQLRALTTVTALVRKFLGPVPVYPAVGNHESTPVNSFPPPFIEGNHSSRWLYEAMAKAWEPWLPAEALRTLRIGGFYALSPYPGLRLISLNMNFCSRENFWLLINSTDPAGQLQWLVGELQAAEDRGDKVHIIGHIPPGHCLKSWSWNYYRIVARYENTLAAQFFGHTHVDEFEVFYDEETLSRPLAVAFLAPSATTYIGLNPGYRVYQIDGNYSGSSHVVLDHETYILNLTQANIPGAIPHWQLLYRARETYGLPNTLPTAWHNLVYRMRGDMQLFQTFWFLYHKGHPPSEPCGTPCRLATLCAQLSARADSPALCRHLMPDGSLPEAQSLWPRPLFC
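HMU-PC0 cleavage (9 uM final) by human placental ASM, 60 min at 37 °C following 10 min compound exposure at RT; stopped at pH 10, fluorescence Ex 386/Em 447 nm.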
BCR signal inh: chronic active BCR signaling inhibition | Potency, µM (highest dose often 46.1 µM), for the others: at the highest dose ratio change, negative = lower green/red ratio, most hits filed as inhibitors | ABC-DLBCL IkBa-CBG/CBR reporter, luminescence ratio, 4 h | 0.05% of 340,000 active; active = well fitted inhibition curve with a large enough effect in the signal ratio, with a control signal flat, not every such curve was filed as active; inconclusive = small, poorly fitted or top-dose-only effect, or effect the other way, or a change in a side signal; the % refers to the signal ratio;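 note: potency is the fitted concentration of half-maximal effect; plate controls were basal doxycycline-induced cells for no effect and cells given 10 µM MG132 for full effect; MG132 reads +100%, hits lower the ratio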
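Cell line TMD8 (human ABC DLBCL), stably expressing tet-inducible CBG68-IkBa fusion and CBR; IMDM/0.5% FBS; cpd up to 46 uM; dox induction, 4 h, 37C/5% CO2; dual luminescence; green/red ratio; MG132 control.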
TCR activator: activators of T cell receptors; primary human leukocytes, anti-CD3, IL-2 HTRF, 48 h; Potency, µM (series often up to 9.22 µM), inactives show at the top dose activation of IL-2 secretion, hits mostly activators; 330,000 tested, under 10 active; note: % of control where 0% means no effect
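Primary human leukocytes incubated 48 hr with anti-CD3 beads plus compound, without co-stimulation. Secreted IL-2 measured by HTRF (europium cryptate/d2 anti-IL-2 pair, 320 nm excitation, 665 nm emission).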
Mito fusion act: blocks mitochondrial division or promotes mitochondrial fusion; Potency, µM (top dose mostly 46.1 µM), for inactives: at the highest dose growth rescue (activation), hits mostly activators; S. cerevisiae fusion-defective mutant growth rescue, CellTiterGlo 48 h; AID 485298; 0.23% of 320,000 active;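 note: potency is the fitted concentration of half-maximal effect; % of control where 0% means no effect; nearly all actives have a fitted effect of over 45% in size; temperature-sensitive fusion mutants such as fzo1-1 at 37 °C on non-fermentable ethanol glycerol medium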
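S. cerevisiae fusion-defective temperature-sensitive mutants (e.g. fzo1-1, mgm1-5) grown 48 h at 37C in YPEG (ethanol/glycerol non-fermentable) medium with 23 nl compound per well; growth rescue read as CellTiterGlo luminescence.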
* hit, by the source's call; i = inactive; ? = inconclusive; / = not tested or not shown; [ ] = another dose, or the depositor's remark. Unless noted, calls come from the whole dose curve; as a rule, active = well fitted curve in the direction sought with a large enough effect; inconclusive = small, poorly fitted or top-dose-only effect, or another doubt; inactive = no such curve, though single readings can be large; an effect the other way counts as inactive or inconclusive.

SMILES	a7 integrin act	ELG1 DNA repair	TSHR antag	A-T KAP1 phos	Eya2 inh	PTAP TSG101 blk	Tb PFK inh	S-ASM inh	BCR signal inh	TCR activator	Mito fusion act
O=C(N/N=C/c1cccnc1)c1cccc(Br)c1	-24%	?	-8	1%	-18%	1%	-2%	1%	?	1%	1%
Cc1ccc(NC(=O)Cn2cc([N+](=O)[O-])nc2C)cc1C	1%	-16%	8	1%	10%	-8%	-1%	2%	-4%	0%	1%
Cc1cccc(C2c3[nH]c4ccccc4c3CCN2Cc2cccn2-c2ncccn2)c1 (configuration not stated)	-3%	?	-1	-1%	-2%	1%	1%	10%	3%	-3%	1%
CCOc1ccc(CCNC(=O)/C=C/c2ccco2)cc1OCC	-58%[inhibitor]	-2%	-2	2%	-1%	-3%	-4%	-2%	0%	4%	-2%
Cc1cc2c3c([nH]c2cc1S(=O)(=O)NCc1ccc(CN2CCCCCC2)o1)CCCC3=O	0%	2%	23	2%	0%	-6%	-4%	4%	3%	8%	1%
COc1cccc(NC(=S)N(CCCN2CCCC2)Cc2cccn2Cc2ccc(Cl)cc2)c1	-4%	7%	3	1%	1%	-2%	-4%	-2%	?	-3%	-3%
Cc1cc2c(nn1)CCC/C2=N\O	9%	12%	-6	11%	4%	-2%	-3%	-1%	13%	2%	-1%
CC(C)(C)NC(=O)NC(=O)CN1CCN(Cc2ccccc2)CC1	?	-5%	8	-7%	16%	4%	-4%	-1%	1%	-2%	-4%
CC(C)N1CCN(C(=O)c2ccc(OC3CCN(CCc4ccccc4)CC3)cc2)CC1	-51%[inhibitor]	-2%	-10	-21%	-1%	-1%	-2%	3%	-11%	0%	-2%
COc1ccc(C(=O)N2CCN(Cc3ccccc3C(F)(F)F)CC2)cc1	0%	-9%	0	3%	-9%	-4%	4%	-2%	-7%	-1%	1%
CCSC1=C(C#N)C(c2cccs2)C(C(=O)OC)=C(C)N1 (configuration not stated)	0%	-16%	-9	13%	11%[15.4 µM]	1%	-3%	0%	-1%	3%	7%
Cc1ccn2c(Nc3ccccc3C)c(-c3ccncc3)nc2c1	11%	?	0	-3%	-2%	-2%	1%	20%	-6%	6%[46.1 µM]	17%
COC(=O)C1=CN(Cc2ccc(OC)cc2)C=C(C(=O)OC)C1c1cc(OC)c(OC)c(OC)c1	-14%	-1%	0	?	5%	-4%	-6%	i	-17%	8%	15%
CC(=O)Nc1ccc(/C=C2\CCc3ccccc3C2=O)cc1	3%	?	-6	1%	-11%	-7%	0%	-2%	-15%	-4%	30%
CN(c1ccc(OCc2ccc([N+](=O)[O-])cc2)cc1)S(=O)(=O)c1ccccc1	-23%	-10%	-6	4%	14%	-1%	-1%	4%	5%	-4%	9%
CCN(CC)C(=O)c1sc(N2C(=O)Nc3ccccc3N2O)c(C(=O)OC)c1C	28%	0%	0	-3%	11%	0%	1%	6%	-1%	1%	-11%
O=C(CN1C(=O)c2cccnc2C1=O)c1ccccc1	-3%[7.66 µM]	?	1	1%	-2%	0%	1%	1%	5%	0%[46.1 µM]	1%
O=C(N/N=C/c1coc2ccccc2c1=O)c1ccccc1	6%	-12%	0	-4%	4%	-2%	-5%	1%	?	-1%	8%
Cc1ccc(C23OC(=O)C(C)(C)C2OC(=O)C3(C)C)cc1 (configuration not stated)	-23%	-5%	-13	3%	-8%	-8%	-7%	-1%	4%	2%	-2%
O=C(/C=C\c1ccc2c(c1)OCO2)NC1(C(=O)Nc2ccc3c(c2)OCO3)CCCCC1	34%	?	69	2%	4%	-1%	-9%	1%	?	0%[46.1 µM]	7%
CN1c2ccccc2C(C)(C)C12CC(CCl)=NO2 (configuration not stated)	-26%	-12%	4	1%	-1%	-8%	-2%	1%	4%	-3%	1%
COc1cccc(OC)c1C(=O)NCCOc1cc(C)cc(C)c1	-16%	5%	-8	5%	9%	2%	-3%	0%	0%	/	15%
NC(=O)N=Nc1c(O)n(Cc2ccccc2)c2ccc(Br)cc12	19%	-3%	-5	7%	1%	0%	-5%	-22%	3%	0%	2%
CC(=O)Nc1ccc(S(=O)(=O)NCCC(=O)NNC(=O)c2ccccc2O)cc1	-7%	13%	5	-7%	-17%	0%	6%	-2%	-7%	-3%	6%
COc1ccc(NS(=O)(=O)c2ccc(N3CCOCC3)c(NC(=O)c3ccccc3Br)c2)cc1	-19%	-27%	-14	-6%	-4%	-7%	-5%	3%	-20%	-1%	5%
COCCN1C(=O)C(CC(=O)Nc2ccccc2)SC1=Nc1ccc(OC)cc1 (configuration not stated)	15%	?	-2	-5%	5%	-7%	5%	-15%	?	4%	7%
CC(C)OC(=O)CSc1nnc(-c2cnccn2)n1-c1ccc(Cl)cc1	-6%	?	28	13%	-12%	-5%	5%	-6%	0%	-3%	-5%
COc1ccc(C2=NC(CO)(CO)CO2)cc1	15%	11%	-6	1%	0%	-1%	1%	2%	0%	6%	-3%
Cc1ccc(S(=O)(=O)N(C)C)cc1NC(=O)COC(=O)c1c(C)noc1C	12%	-2%	-4	2%	-14%	-1%	-1%	4%	?	3%[46.1 µM]	-3%
CCc1nc(N)c(C#N)c(-c2ccncc2)c1C	8%	-4%	-11	-1%	-9%	-5%	-4%	5%	?	-3%	-4%
COc1ccccc1NS(=O)(=O)c1ccc2[nH]c(=S)oc2c1	17%	7%	15	2%	8%	0%	-7%	2%	?	1%	/
CN(NS(=O)(=O)c1ccc(Cl)cc1)c1cnn(C)c(=O)c1Cl	7%	-2%	5	0%	?	-4%	0%	1%	1%	1%	2%
N#Cc1c(F)cccc1NCc1cccs1	0%	0%	-8	8%	-16%	0%	?	-3%	?	3%	-1%
COC(=O)c1c(C(=O)OC)c(-c2ccc(C)cc2)n2c1CS(=O)(=O)C2	-1%	4%	3	0%	-23%	-3%	0%	-2%	9%	-6%	-3%
Cc1cc(C)cc(NC(=S)NCCCN2CCOCC2)c1	3%	12%	19	20%	0%	-7%	3%	3%	6%	6%[46.1 µM]	0%
NC(=O)c1ccc(NC(=O)COC(=O)c2c[nH]c3ccccc23)cc1	-11%	?	13	-1%	-6%	-1%	-5%	6%	0%	-2%	-3%

Individual results from above:
Under Eya2 inh, CC(C)N1CCN(C(=O)c2ccc(OC3CCN(CCc4ccccc4)CC3)cc2)CC1 is listed with -1%
Under A-T KAP1 phos, COC(=O)c1c(C(=O)OC)c(-c2ccc(C)cc2)n2c1CS(=O)(=O)C2 is listed with 0%

Other entries:
SMILES	a7 integrin act	ELG1 DNA repair	TSHR antag	A-T KAP1 phos	Eya2 inh	PTAP TSG101 blk	Tb PFK inh	S-ASM inh	BCR signal inh	TCR activator	Mito fusion act
COC(=O)C1=C(C)NC(=O)NC1c1ccc2c(c1)OCO2 (configuration not stated)	8%	4%	-8	4%	4%	-4%	-1%	6%	1%	-3%	1%
CN(CC#CC(O)(c1ccccc1)c1ccccc1)C(C)(C)C	-11%	-6%	-11	10%	11%	-1%	-2%	-3%	?	-3%	-5%
O=C(CCNS(=O)(=O)c1ccccc1)OCC(=O)c1ccc[nH]1	-1%	12%	/	4%	2%	-3%	-6%	0%	-1%	0%	-10%
Cc1ccc(NC(=O)CN2c3cccc4cccc(c34)S2(=O)=O)cc1	18%	?	/	?	-1%	-1%	?	38%[activator]	?	1%	/
CCOC(=O)COn1c(-c2cccc(Cl)c2)nc2ccc([N+](=O)[O-])cc21	1%	27%	4	-2%	-16%	1%	1%	-4%	-4%	1%	4%
COc1cc2ncnc(N[C@H](C)c3ccccc3)c2cc1OC	0%	?	-13	-5%	0%	0%	-1%	-3%	-2%	2%	-7%
Cc1ccc(S(=O)(=O)N2CCC(C(=O)O)CC2)cc1	0%	0%	4	-4%	-2%	-7%	-3%	6%	?	/	3%
NNC(=O)c1sccc1OCc1ccc(F)cc1	?	11%	-7	4%	-4%	-4%	2%	0%	2%	0%	0%
